CAL PDZ FP = blocks peptide binding to human CAL PDZ domain; purified CAL PDZ, TMR-peptide fluorescence polarization, 1 h; Q9HD26; inhibition, % at 20 µM; 330,000 compounds, 0.02% hits;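 active = highest replicate inhibition of at least 40%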;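 also: plate controls were DMSO neutral control wells for no effect and unlabeled competitor peptide control wells for full effect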
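Control set: unlabelled peptide and DMSO controls / Material: purified CerCALP PDZ construct / Timing: 1 h incubation at room temperature before polarization reading / Doses: 20 µM, one dose / Detection: fluorescence polarization (mP)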
Ecoli viability = counter-screen for AddAB inhibitors: E. coli growth inhibition. E. coli V3065 growth, OD600 absorbance, 18 h. inhibition, % at 11.9 µM. 330,000 compounds, 0.27% hits. AID 449728;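 active = inhibition above the campaign's mean inhibition across all tested compounds plus 3 SD, cut at about 9.9% in these data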;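 also: uninfected addAB+ strain grown without phage in ampicillin broth; 0% = DMSO wells and 100% = ciprofloxacin 0.95 µg/ml wells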
DAGLB inhibitor = diacylglycerol lipase beta (human) inhibition | Q8NCG7 | AID 504411 | HEK293T DAGLB membrane lysate, EnzChek fluorogenic substrate | inhibition, % at 5.17 µM | 340,000 compounds, 0.059% hits; in the data active = inhibition above about 34%;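 also: 0% = enzyme with vehicle and 100% = wells lacking enzyme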
Target sequence (Q8NCG7 whole entry, looked up): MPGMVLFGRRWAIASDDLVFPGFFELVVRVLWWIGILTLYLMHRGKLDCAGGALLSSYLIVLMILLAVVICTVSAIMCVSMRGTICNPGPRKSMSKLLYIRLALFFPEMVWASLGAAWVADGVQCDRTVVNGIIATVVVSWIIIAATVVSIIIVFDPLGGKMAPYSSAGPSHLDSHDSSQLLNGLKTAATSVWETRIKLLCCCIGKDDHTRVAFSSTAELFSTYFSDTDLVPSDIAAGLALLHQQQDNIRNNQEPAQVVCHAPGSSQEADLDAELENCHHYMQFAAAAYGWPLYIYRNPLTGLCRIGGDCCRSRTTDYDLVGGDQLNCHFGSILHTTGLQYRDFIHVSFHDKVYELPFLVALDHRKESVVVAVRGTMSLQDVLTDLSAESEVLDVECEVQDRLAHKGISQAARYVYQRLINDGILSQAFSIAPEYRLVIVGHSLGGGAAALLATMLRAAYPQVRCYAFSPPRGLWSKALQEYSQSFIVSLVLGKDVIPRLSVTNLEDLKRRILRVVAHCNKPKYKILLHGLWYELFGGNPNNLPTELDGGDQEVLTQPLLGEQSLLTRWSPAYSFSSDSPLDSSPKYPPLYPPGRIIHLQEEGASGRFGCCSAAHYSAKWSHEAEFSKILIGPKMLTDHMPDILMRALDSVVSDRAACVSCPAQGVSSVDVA
phage Ecoli inh = E. coli growth loss with phage present. growth absorbance. inhibition, % at 11.9 µM. 360,000 compounds, 0.26% hits; in the data active = inhibition above about 11%
Wnt bcat act = activators of Wnt/beta-catenin signaling; Wnt/beta-catenin reporter cell assay, activator, plate reader; activation, % at 9.35 µM; 300,000 compounds, 1.2% hits; in the data active = activation above about 30%, passing the limit was not always enough; inconclusive = no clear call, values can overlap the other calls;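 also: 0% = neutral control wells and 100% = positive control wells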
AddAB inh = less growth of phage-infected E. coli with AddAB | E. coli expressing H. pylori AddAB, absorbance growth | inhibition, % at 11.9 µM | 330,000 compounds, 0.29% hits | AID 435030; in the data active = inhibition above about 12%;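 also: 0% = vehicle wells of infected cells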
PfHsp90 yeast 2 = inhibits growth of yeast expressing Plasmodium falciparum Hsp90; S. cerevisiae expressing PfHsp90, BacTiter-Glo ATP, 48 h; yeast lacking PDR1 and PDR3 efflux regulators; inhibition, % at 9.4 µM; 310,000 compounds, 0.32% hits; AID 504621;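 active = every replicate shows inhibition above about 80%, whatever the replicate mean, limit read from the data; inconclusive = mean inhibition reaches the set limit but some replicate falls short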;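 also: 0% = DMSO neutral controls and 100% = 20 µM radicicol positive controls; yeast relying on Plasmodium falciparum Hsp90 in place of its own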
Tat transport = inhibitors of E. coli Tat protein transport. inhibition, % at 10 µM. 340,000 compounds, 0.036% hits. E. coli MC4100 TorA-mCherry Tat export, fluorescence;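 active = mean replicate inhibition at least 50% and at least half of replicates individually reaching 50%; inconclusive = only one of the two criteria met; inactive = neither criterion met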;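 also: exported cargo escapes ClpAP degradation while cytoplasmic cargo is degraded and loses fluorescence; 0% = median of neutral control wells and 100% = median of NaSCN control wells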
Rtt109 HAT inh = blocks Candida albicans Rtt109/Vps75 acetyltransferase activity; purified Rtt109/Vps75, ThioGlo CoA-SH fluorescence, 4 h; inhibition, % at 34.9 µM; 330,000 compounds, 0.16% hits; AID 540336;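 active = inhibition of at least 50% in every replicate; inconclusive = best replicate reaches 50% inhibition but some replicates fall short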
Target sequence (Q5AAJ8 whole entry, looked up): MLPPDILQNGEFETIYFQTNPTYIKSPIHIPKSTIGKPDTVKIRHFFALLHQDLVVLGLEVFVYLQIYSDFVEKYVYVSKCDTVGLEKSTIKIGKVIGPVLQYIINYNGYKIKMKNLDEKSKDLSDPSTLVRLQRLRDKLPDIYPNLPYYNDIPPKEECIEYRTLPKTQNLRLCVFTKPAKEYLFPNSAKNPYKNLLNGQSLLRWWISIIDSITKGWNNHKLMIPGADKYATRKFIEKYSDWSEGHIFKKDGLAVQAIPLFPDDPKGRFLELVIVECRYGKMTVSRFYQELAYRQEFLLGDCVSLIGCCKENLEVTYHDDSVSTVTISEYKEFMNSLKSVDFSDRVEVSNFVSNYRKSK
PvdQ inh = blocks Pseudomonas aeruginosa PvdQ acylase activity | purified PvdQ acylase, fluorescence plate reader | inhibition, % at 10 µM | 340,000 compounds, 0.063% hits; in the data active = inhibition above about 30%, passing the limit was not always enough; inconclusive = no clear call, values can overlap the other calls;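 also: 0% = vehicle neutral wells and 100% = reference inhibitor wells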
Numbers without * were called inactive; ? = inconclusive; . = not tested or not shown.

mol,CAL PDZ FP,Ecoli viability,DAGLB inhibitor,phage Ecoli inh,Wnt bcat act,AddAB inh,PfHsp90 yeast 2,Tat transport,Rtt109 HAT inh,PvdQ inh
Cc1cc(C(=O)COC(=O)C2=NNC(=O)CC2)c(C)n1-c1ccccc1,0.4,-0.9,-2,2.2,-4,-2.2,3,-15,1,-12
CCOC(CCn1ccc(O)c(Cc2ccc(Cl)cc2)c1=O)OCC,-1.0,1.6,0,-1.2,0,-0.6,-13,11,4,-13
CCOC(=O)NC(=O)/C(C=Nc1ccc(Cl)cc1)=C(\C)O,.,-3.5,1,3.1,-2,3.2,3,6,0,-9
CCC(=O)Nc1ccc(C(=O)CSc2nnc(-c3ccc(O)cc3)n2CC2CCCO2)cc1OC (stereo not drawn),-2.6,1.4,-1,2.2,.,3.4,.,-2,-15,-11
C#CC1(NC(=O)NC(C)C)CCCCC1,-1.8,-2.4,-1,2.5,-3,1.4,18,-5,-2,-13
Cc1ccc(C)c(OCCCC(=O)Nc2nccs2)c1,-2.1,-0.1,-2,1.4,-8,-3.9,5,-3,-6,-4
CCOC(=O)C1CCN(C(=O)COc2ccc(N(C)S(=O)(=O)c3cccs3)cc2)CC1,.,-0.6,0,3.0,-3,-0.5,-24,2,4,-18
CCOC(=O)/C=C/C(=O)Nc1ccccc1-c1ccccc1NC(=O)/C=C/C(=O)OCC,-1.1,-1.5,2,3.0,11,-0.5,-6,-4,5,6
C=C(C)C1CC=C(CN2CCN(Cc3ccccc3)CC2)CC1 (stereo not drawn),-0.4,0.9,-4,1.5,-1,4.8,-7,1,13,-12
CC(C)COCC1CC2(CC(C)C(=O)CC2=O)C(=O)O1 (stereo not drawn),-0.2,-1.3,4,2.5,.,4.1,-21,11,9,-6
Cc1ccc(C(=O)Nc2cccnc2Oc2ccc(Cl)cc2)cc1,0.5,0.0,-13,-1.5,-2,-0.8,8,-4,4,-11
O=C(CSCc1nc2ccccc2[nH]1)N1CCN(c2ccc(F)cc2)CC1,.,-1.5,0,3.4,.,-0.4,-10,-4,9,-10
Cc1ccc(NC(=O)c2cc3ccccc3cc2O)cc1,-0.2,3.0,-1,4.4,46*,4.2,11,5,-1,-13
CCOC(=O)/C(C#N)=C/c1c(N2CCN(c3ccccc3)CC2)nc2ccccn2c1=O,-0.4,0.8,1,-0.1,13,2.9,-25,4,-6,-9
Cc1cc(C(=O)Nc2ccon2)ccc1[N+](=O)[O-],.,0.3,.,2.9,2,-0.5,.,.,.,.
COc1ccc(NC(=O)c2cc(C)no2)cc1Cl,-2.5,-1.4,-1,5.1,6,4.4,-13,-2,2,-8
COC(=O)c1cc(CN2CCN(c3ccccc3)CC2)ccc1O,0.2,1.5,0,1.5,10,0.8,3,-7,-1,-14
COC(=O)c1ccccc1NC(=O)NCCc1ccccc1OC,-1.7,-2.4,-3,2.7,19,-2.1,-14,2,-14,-11
CCCCN1C(=O)c2ccc(C(=O)Nc3ccccc3N3CCOCC3)cc2C1=O,-2.6,2.5,-5,0.6,-1,2.7,.,3,-18,-15
c1ccc(CN2CCC3(CC2)Nc2ccccc2S3)cc1,-0.6,0.3,2,0.6,3,2.2,7,0,-6,-18
Cc1csc(Nc2ccc(Cl)cc2)n1,-0.7,-0.8,-1,3.8,11,-2.0,-11,-7,-6,-13
COc1ccc(Cc2nnc(NC(=O)CSc3ccccc3)s2)cc1OC,-0.6,-1.7,0,4.8,.,1.1,16,-4,-2,-7
COc1ccc(C(=O)NC2CCN(C(=S)Nc3ccc(C)cc3)CC2)cc1,0.3,-0.5,1,2.1,-10,0.2,6,3,2,-3
N=c1c(C(=O)NC2CCCCC2)cc2c(=O)n3ccccc3nc2n1Cc1cccnc1,-3.8,-0.1,-1,2.0,-1,0.2,-60,-4,-76,1
CCOc1ccc(S(=O)(=O)NCCC(=O)NCCOc2ccccc2OC)cc1,-0.1,1.4,1,3.8,0,1.9,15,-5,-12,-25
CCOC(=O)C1CCN(c2c(Nc3ccc4c(c3)OCCO4)c(=O)c2=O)CC1,-1.2,0.3,3,0.5,-4,-0.1,7,4,5,-9
C=CCOC(=O)C1=C[C@@H](c2ccc3c(c2)OCO3)C[C@@H](OCCCCO)O1,-1.2,0.3,2,2.4,1,0.6,-8,-9,-5,-10
O=c1cc(CN2CCOCC2)c2ccc(O)c(O)c2o1,-0.2,-4.8,3,-1.8,2,-3.6,14,-7,-5,2
CN1CCN(C(=O)C2=C[C@H](C3CCCCC3)C[C@H](OCc3ccc(CO)cc3)O2)CC1,-0.5,0.9,-2,1.2,-2,0.8,0,-2,13,7
COc1ccc(NC(C)=O)c([N+](=O)[O-])c1[N+](=O)[O-],-0.1,.,0,2.2,-3,.,7,-3,-5,-3
CCCSc1nnc(CSc2nc3nc(C)cc(C)n3n2)o1,-1.9,-0.4,-3,-0.6,-3,-0.6,-16,-5,7,-7
CCOc1ccc(C(=O)COC(=O)CNC(=O)C2CCCCC2)cc1,0.6,-1.1,1,2.6,-1,-2.1,13,0,-2,-2
NC(=O)c1ccccc1OCc1cccc2ccccc12,-1.7,-0.7,0,2.2,1,-0.7,-18,-11,-2,-8
S=c1[nH]ccn1-c1cccc(Cl)c1Cl,-1.4,1.2,0,3.1,-1,4.3,20,9,12,4
Cc1ccc([C@@H]2C3COCC=C3C(C#N)=C(N)C2(C#N)C#N)o1 (stereo partly drawn),.,-0.9,-1,0.9,1,-1.7,-31,-5,-2,-13
O=C(O)c1ccccc1-c1ccccc1C(=O)Nc1cccc(Br)c1,-0.9,0.3,3,-1.0,-3,-1.2,-4,-3,8,-10
CCOc1ccccc1N1CCN(C(=O)c2c(Cl)cnn2C)CC1,0.1,0.1,3,2.0,0,0.4,-12,-3,-4,-19
O=S(=O)(c1ccc(Cl)nc1)N1CCOCC1,-0.1,-0.3,1,-0.5,0,-2.0,.,1,-3,4
CN(C)Cc1ccc(CNC(=O)c2ccc(Cl)c(S(=O)(=O)NC3CC3)c2)cc1,0.7,2.1,2,-0.5,-5,1.3,-28,2,-2,-13
O=c1cc(CSCc2ccc(Cl)cc2)[nH]c(=O)[nH]1,-1.0,2.4,2,-0.5,0,0.5,-11,5,-5,-6
CCCOc1cccc(NC(=O)OC2CCN(C)CC2)c1,-0.7,0.7,1,1.8,.,-0.7,4,5,-15,-6
Cc1cc(C(=O)Nn2c(C)nc3ccccc3c2=O)ccc1[N+](=O)[O-],1.1,-1.1,1,3.9,-4,0.5,2,-2,-2,-12
S=c1[nH]nc(Nc2ccccc2)s1,1.3,-0.4,.,5.1,.,3.8,-15,-20,-20,11
Cc1ccccc1NC(=S)NCC(c1cccnc1)N1CCOCC1 (stereo not drawn),0.6,-1.9,0,1.9,1,2.7,-5,2,-13,-3
Cn1cnnc1SCC(=O)NC(=O)NC1CCCC1,-1.4,-2.0,0,0.0,0,0.2,1,11,-3,-8
O=C(NC(=S)N1CCCCC1)C12CC3CC(CC(C3)C1)C2,-0.5,-0.3,1,-0.9,-4,1.1,0,3,-1,-8
COc1ccc(S(=O)(=O)N(CC(=O)NC2CC3CCC2C3)c2ccccc2OC)cc1 (stereo not drawn),-0.7,-0.3,-1,2.5,1,5.9,3,-5,5,-12
C=C(C)C(=O)Nc1cccc(C2=NOC3(C2)C[C@@H](C(N)=O)N(C(=O)c2cc([N+](=O)[O-])cc([N+](=O)[O-])c2C)C3)c1 (stereo partly drawn),1.0,0.6,2,2.4,-7,-1.4,-7,0,8,-13
O=C(Cc1ccc([N+](=O)[O-])cc1)NCc1ccncc1,-0.3,0.0,1,4.7,0,1.6,17,-1,4,-11
O=c1c(-c2ccc3c(c2)OCCO3)c(C(F)(F)F)oc2cc(O)cc(O)c12,-1.1,-0.4,3,4.3,-8,1.3,-88,3,2,-12
CC(C)(C)OC(=O)C[C@@H]1C/C=C\C[C@@H](CC(=O)NCCO)C(=O)N[C@H](Cc2ccccc2)COC1=O,-0.7,0.1,0,3.3,-2,3.6,7,-7,-8,-10
C/C(=N/Nc1nc(-c2ccccc2F)nc2ccccc12)c1ccccc1O,0.5,2.1,0,3.5,7,2.5,-12,7,-6,-10
CCCCN(CCCNC(=O)CN1C(=O)COc2ccc(S(=O)(=O)N3CCC(C)CC3)cc21)Cc1ccccc1,-0.3,-2.5,-7,3.2,-3,1.4,0,6,10,7
CC(C)CN1CCN(Cc2cc(F)ccc2-n2cccn2)CC1CCO (stereo not drawn),1.2,-2.0,-3,3.0,-5,2.6,2,-7,?,1
COc1ccc(C2c3c(nc[nH]c3=O)Oc3nc[nH]c(=O)c32)cc1,-0.8,1.7,-1,.,.,0.4,7,-5,6,-18
COc1cccc(-c2cccc(NC(=O)C3CCN(Cc4cnn(C)c4)CC3)c2)c1,-1.0,-0.3,1,-0.7,9,1.2,-9,1,-2,0
CCOC(=O)c1c(C)[nH]c(C(=O)COC(=O)c2ccco2)c1C,1.0,1.9,1,0.2,4,0.5,-23,-5,-8,0
CC1CCCCC12NC(=O)N(CC(=O)NCCc1ccccn1)C2=O (stereo not drawn),-0.4,-1.4,2,3.3,-2,0.1,-4,3,8,1
CCC(=O)N1CCc2cc(S(=O)(=O)CCC(=O)NCc3ccc(OC)cc3)ccc21,-0.1,0.6,1,-2.4,2,3.0,10,-1,25,2
Cc1ccccc1C1C(C#N)=C(N)N(N(C)C)C2=C1C(=O)CC(C)(C)C2 (stereo not drawn),-2.8,-2.2,2,-0.9,0,-1.7,2,0,10,-9

Two neighbouring records already listed, for reference:
mol,CAL PDZ FP,Ecoli viability,DAGLB inhibitor,phage Ecoli inh,Wnt bcat act,AddAB inh,PfHsp90 yeast 2,Tat transport,Rtt109 HAT inh,PvdQ inh
CC(C)CN1CCN(Cc2cc(F)ccc2-n2cccn2)CC1CCO (stereo not drawn),1.2,-2.0,-3,3.0,-5,2.6,2,-7,?,1
COc1ccc(C2c3c(nc[nH]c3=O)Oc3nc[nH]c(=O)c32)cc1,-0.8,1.7,-1,.,.,0.4,7,-5,6,-18

Continued:
mol,CAL PDZ FP,Ecoli viability,DAGLB inhibitor,phage Ecoli inh,Wnt bcat act,AddAB inh,PfHsp90 yeast 2,Tat transport,Rtt109 HAT inh,PvdQ inh
COc1cc(CNC(=O)c2ccccc2NC(=O)C2=C(C)OCCS2)cc(OC)c1OC,-2.6,2.3,0,0.0,-2,1.3,13,-1,-11,-11
CC(NCc1ccc(OCc2ccc(Cl)cc2)cc1)C(O)c1ccccc1 (stereo not drawn),-2.4,2.1,-3,4.6,4,3.7,-25,0,0,-7
Cc1ccc(NC(=O)COC(=O)CCC(=O)c2cccs2)cc1S(=O)(=O)N1CCOCC1,-0.5,1.4,1,1.6,.,2.3,-11,4,8,3
O=C(COc1cccnc1[N+](=O)[O-])Nc1cccc(S(=O)(=O)N2CCOCC2)c1,-0.6,1.0,3,0.3,0,1.3,11,-20,0,-1
CCc1ccc(N2CC(C(=O)OCC(=O)Nc3ccc(C#N)cc3)CC2=O)cc1 (stereo not drawn),-0.4,-1.2,-2,0.8,0,0.3,-2,2,-9,-13
N#CCCn1ncc2ccccc21,-0.6,-3.1,-2,-2.3,-1,-1.1,-11,-1,-26,-3
